EBI2 block – blocks human EBI2 receptor beta-arrestin signaling; inhibition, % at 5 µM; AID 651636; EBI2 beta-arrestin recruitment, luminescence, 7a,25-OHC stimulated; P32249; hit rate 0.81% among 360,000; in the data active = inhibition above about 38%;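 note: enzyme fragment complementation signal reports receptor beta-arrestin coupling in cells; 0% = agonist plus DMSO wells and 100% = wells without agonist; some results beyond the cut were filed as inactive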
Target sequence (P32249 whole entry, looked up, the tested form may be a part): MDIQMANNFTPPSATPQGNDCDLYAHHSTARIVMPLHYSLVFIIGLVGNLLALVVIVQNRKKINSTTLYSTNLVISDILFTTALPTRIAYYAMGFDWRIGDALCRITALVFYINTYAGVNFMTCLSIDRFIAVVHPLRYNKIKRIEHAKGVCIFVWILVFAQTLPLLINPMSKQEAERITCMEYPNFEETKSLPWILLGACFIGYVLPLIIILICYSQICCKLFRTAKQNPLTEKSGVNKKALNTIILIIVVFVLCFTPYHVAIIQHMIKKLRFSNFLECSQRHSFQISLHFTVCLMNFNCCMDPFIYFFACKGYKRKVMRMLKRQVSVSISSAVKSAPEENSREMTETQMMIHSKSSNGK
SENP8 block – SENP8 protease inhibition; purified SENP8, Z-RLRGG-aminoluciferin cleavage, luminescence; inhibition, % at 10 µM; hit rate 1.2% among 330,000; AID 2540
Target sequence (Q96LD8 whole entry, looked up): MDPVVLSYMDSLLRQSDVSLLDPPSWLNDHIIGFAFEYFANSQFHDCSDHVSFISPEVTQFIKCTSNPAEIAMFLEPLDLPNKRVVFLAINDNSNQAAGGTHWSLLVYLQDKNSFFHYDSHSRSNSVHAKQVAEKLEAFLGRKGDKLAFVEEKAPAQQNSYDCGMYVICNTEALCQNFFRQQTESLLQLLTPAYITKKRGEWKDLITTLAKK
697 NFkB inh – lowers PMA/ionomycin-induced NF-kB signal in 697 B cells. inhibition, % at 4 µM. hit rate 0.33% among 330,000. AID 435022. 697 B-cell NF-kB luciferase reporter, 16 h; in the data active = inhibition above about 35%
CCR6 antag – blocks CCL20-driven beta-arrestin recruitment at human CCR6. P51684. CHO-K1 CCR6 PathHunter beta-arrestin, luminescence, CCL20-stimulated. inhibition, % at 20 µM. hit rate 0.49% among 340,000. AID 493098;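 active = compounds whose inhibition of the agonist-driven luminescence signal at 20 µM reaches about 50%, limit read from the data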;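 note: cells stimulated with CCL20 at 14 nM final; plate controls were DMSO with CCL20 for no effect and DMSO without agonist for full effect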
Target sequence (P51684 whole entry, looked up): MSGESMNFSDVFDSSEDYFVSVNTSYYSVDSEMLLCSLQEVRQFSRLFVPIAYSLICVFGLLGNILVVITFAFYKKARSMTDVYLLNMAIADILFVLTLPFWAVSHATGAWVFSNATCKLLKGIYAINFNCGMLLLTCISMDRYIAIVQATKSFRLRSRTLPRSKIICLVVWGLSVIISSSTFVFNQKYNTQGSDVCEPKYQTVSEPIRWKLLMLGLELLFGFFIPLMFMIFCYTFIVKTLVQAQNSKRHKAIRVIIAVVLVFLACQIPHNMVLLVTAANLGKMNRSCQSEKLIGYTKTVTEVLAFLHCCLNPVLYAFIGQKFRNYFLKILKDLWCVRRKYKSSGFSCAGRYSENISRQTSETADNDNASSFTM
Gli-Sufu antag – antagonists of Gli-Sufu signaling | Sufu-KO-LIGHT fibroblasts, Gli luciferase reporter luminescence | inhibition, % at 5 µM | hit rate 0.74% among 340,000 | AID 588413;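 active = inhibition above about 55%, limit read from the data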;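 note: 0% = DMSO-treated cells and 100% = wells with medium but no cells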
UBC13 polyUb – human UBC13 polyubiquitination inhibition; P61088; hit rate 0.47% among 330,000; UBC13 polyubiquitin chain formation, TR-FRET; inhibition, % at 20 µM; in the data active = inhibition above about 45%, passing the limit was not always enough
Apaf-1 inh – inhibitors of human Apaf-1 apoptosome; reconstituted apoptosome caspase-3 activity, DEVD-Rh110 fluorescence; inhibition, % at 20 µM; hit rate 0.71% among 330,000; AID 489030; active = inhibition of at least 40% at 20 µM;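 note: plate controls were DMSO wells for no effect and DEVD-CHO caspase inhibitor wells for full effect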
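Assay system: Apoptosome proteins | Medium: pH 7.5 Hepes buffer with CHAPS, BSA, DTT | Also added: Cytochrome c and DEVD-Rh110 substrate | Times: 30 min plus 50 min, RT | Detection: Rhodamine 110 fluorescence at Ex 480/Em 540 nm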
Jurkat NFkB inh – lowers PMA/ionomycin-induced NF-kB signal in Jurkat cells | PMA/ionomycin-induced NF-kB luciferase reporter, luminescence | inhibition, % at 4 µM | hit rate 0.53% among 330,000 | AID 435003
Numbers without * were called inactive; . = no result given. Cut-off read from the data, not from the text of the source, unless noted: active = inhibition above about 50%; inactive = the rest. A portion of the library (hit frequency here may not be typical).

SMILES,Gli-Sufu antag,Apaf-1 inh,CCR6 antag,UBC13 polyUb,EBI2 block,SENP8 block,697 NFkB inh,Jurkat NFkB inh
NC(=O)C1CCN(C(=O)CN(c2cccc(Cl)c2)S(=O)(=O)c2ccccc2)CC1,-2,-1,13,-4,-12,-5,-14,-13
CN(C)S(=O)(=O)c1ccc(NC(=O)CSc2n[nH]c(=O)n2C2CC2)cc1,1,-16,-5,2,-3,0,9,8
CCOC(=O)CC(NC(=O)C1c2ccccc2Oc2ccccc21)c1ccc(C)cc1 (stereo not given),-6,12,7,1,-1,-5,28,0
CC(NC(=O)c1ccco1)C(=O)NC(C)c1cc(F)c(Cl)cc1Cl (stereo not given),-4,10,-1,-4,0,-1,14,0
CC(CCc1ccccc1)NC(=O)N1CCOCC1 (stereo not given),-2,-8,8,4,-10,-3,14,9
C=CCN1C(=O)C(O)(CC(=O)c2ccc(OC)cc2OC)c2cc(Br)ccc21 (stereo not given),-7,8,2,-4,2,-6,7,-13
COc1ccc(Nc2nc(N)nc(CSc3n[nH]c(-c4ccccc4)n3)n2)cc1,-21,-4,1,-1,1,2,-12,-6
CCC(=O)c1c[nH]c(C(=O)NCc2cccnc2)c1,2,-5,14,6,-5,0,5,10
CCOC(=O)C1CCCN(C(=O)C(=O)Nc2ccc3nc4n(c(=O)c3c2)CCCCC4)C1 (stereo not given),4,11,1,-8,3,-11,-24,-20
Cc1ccc(CS(=O)Cc2ccc(C(=O)N3CCN(c4ccccn4)CC3)o2)cc1 (stereo not given),6,-5,0,11,-1,0,6,15
O=C1CC(N2CCc3ccccc32)C(=O)N1c1ccc(F)cc1 (stereo not given),4,6,7,-11,-8,-9,-11,-15
COc1cccc(C2=NOC(C(=O)NCc3ccco3)C2)c1 (stereo not given),-7,-5,-3,0,-6,-12,-8,11
O=c1c2ccccc2nc(-c2ccc(Cl)cc2Cl)n1CCCn1ccnc1,1,-3,7,0,2,-3,10,4
N#Cc1ccc(OCC(=O)OCC(=O)Nc2cc(C(F)(F)F)ccc2N2CCOCC2)cc1,5,-1,11,5,-13,-11,3,-7
CN(CC(=O)Nc1ccc(N2CCOCC2)cc1)C(=O)CSc1ccccc1F,-8,-9,9,-3,-10,5,18,-11
Cc1ccc(S(=O)(=O)N2CC(O)C[C@H]2C(=O)OCC(=O)Nc2ccc(N3CCOCC3)cc2)cc1C (stereo not given in full),-7,1,5,4,1,-1,5,-3
CC(=O)N1CCc2cc(S(=O)(=O)NCCC(=O)N3CCN(Cc4ccccc4)CC3)ccc21,30,7,-1,-4,1,-17,-1,9
c1ccc(Cn2nnc3c(N4CCc5ccccc5C4)ncnc32)cc1,1,6,10,2,9,-1,0,2
C=CCNc1nc(N)c([N+](=O)[O-])c(Nc2ccccc2OC)n1,41,5,13,4,5,5,0,15
Cc1ccc(-c2csc(=S)[nH]2)cc1,-46,6,-10,-13,-10,-11,-68,-69

Arranged by length of the SMILES (descending): part of the list above
SMILES,Gli-Sufu antag,Apaf-1 inh,CCR6 antag,UBC13 polyUb,EBI2 block,SENP8 block,697 NFkB inh,Jurkat NFkB inh
CC(=O)N1CCc2cc(S(=O)(=O)NCCC(=O)N3CCN(Cc4ccccc4)CC3)ccc21,30,7,-1,-4,1,-17,-1,9
NC(=O)C1CCN(C(=O)CN(c2cccc(Cl)c2)S(=O)(=O)c2ccccc2)CC1,-2,-1,13,-4,-12,-5,-14,-13
CN(CC(=O)Nc1ccc(N2CCOCC2)cc1)C(=O)CSc1ccccc1F,-8,-9,9,-3,-10,5,18,-11
CC(NC(=O)c1ccco1)C(=O)NC(C)c1cc(F)c(Cl)cc1Cl (stereo not given),-4,10,-1,-4,0,-1,14,0
CC(CCc1ccccc1)NC(=O)N1CCOCC1 (stereo not given),-2,-8,8,4,-10,-3,14,9

Next part
SMILES,Gli-Sufu antag,Apaf-1 inh,CCR6 antag,UBC13 polyUb,EBI2 block,SENP8 block,697 NFkB inh,Jurkat NFkB inh
Cc1c(C(=O)/C=C/c2cccs2)oc2ccc(F)cc12,-19,14,13,-5,9,2,-34,-24
CCCCN(C(=O)c1cccc(-n2cccc2)c1)c1c(N)n(Cc2ccccc2)c(=O)[nH]c1=O,.,19,.,2,-10,-20,4,-8
CCSc1ncc(Cl)c(C(=O)Nc2ccccc2Cl)n1,-1,4,14,4,-7,-5,21,-12
COc1ccccc1C(=O)COC(=O)C(NC(=O)Cc1ccccc1)C(C)C (stereo not given),-14,5,9,5,24,11,-2,-18
O=C(CSc1nnc(COc2ccc(F)cc2)o1)N1c2ccccc2CCc2ccccc21,18,25,15,-5,51*,-3,-3,-7
O=C1SC(SCc2ccccc2)=N/C1=C\c1ccco1,5,5,20,1,-3,-4,15,2
Nc1ccccc1O,14,7,-6,3,-20,4,10,-15
COc1cc2c3nnc(-c4ccc(F)cc4)c-3cn(Cc3cccc(C)c3)c2cc1OC,6,53*,7,79*,0,-1,-26,6
COc1ccc(OCc2cc(C(=O)NC(C)Cc3cccnc3)no2)c(Cl)c1 (stereo not given),21,4,-13,-10,-1,10,14,-5
Cc1ccc(O)c(CNCCNCc2cc(C)ccc2O)c1,19,28,8,50*,-10,2,-6,29
CCOC(=O)CSc1nnc(-c2ccco2)n1C,-2,-13,0,8,-20,13,8,5
COc1ccc(NC(=O)C23CCC(C2)C(C)(C)C3=O)cc1 (stereo not given),-1,5,7,2,-1,-1,7,6
O=C(Nc1cccc(Cl)c1)c1cc(F)cc2c1OCOC2,-23,-6,12,6,2,0,3,-6
N/C(=N\S(=O)(=O)c1cc(C(F)(F)F)cc(C(F)(F)F)c1)c1ccccc1,3,-12,-3,10,-4,-2,4,6
CCN(CCCNC(=O)CCCOc1cc(=O)n(C)c2ccccc12)Cc1ccccc1,30,1,0,37,-4,4,-3,-10
COc1cc(C(=O)Nc2cc(C(F)(F)F)ccc2-n2cncn2)cc(OC)c1OC,2,-9,2,6,-14,3,1,-8
COc1cccc(NC(=O)C2C3C=CC(O3)C2C(=O)O)c1 (stereo not given),16,2,-2,-2,-3,-7,19,2
Cc1ccc(N(C(=O)c2csnn2)C(C(=O)NC2CCCCC2)c2cccnc2)cc1 (stereo not given),7,-4,5,5,0,3,14,16
COc1cc(/C=C/C(=O)O)cc(S(=O)(=O)Nc2cccc(SC)c2)c1OC,-4,1,5,-8,0,1,-2,1
CN1CCN(C(=O)c2cc3ccccc3[nH]2)CC1,53,-5,5,-1,13,-3,8,-11
Cc1ccc2c(c1)nnn2C1CCN(S(=O)(=O)c2cccc(S(=O)(=O)N(C)C)c2)CC1,16,9,4,5,3,3,-2,10
NS(=O)(=O)c1cccc(NC(=O)CC2(CC(=O)O)CCCC2)c1,13,1,7,-5,-5,-3,-9,-14
COc1ccc(NC(=O)N(CCCN(C)C)Cc2cc3cc(OC)ccc3[nH]c2=O)cc1,13,-14,-9,-33,-6,-10,-26,-11
COc1ccc(/C=N/NC(=O)c2nnn(-c3nonc3N)c2CN(C)C2CCCCC2)cc1,45,20,15,-13,4,-9,-30,-22
Cc1cc(Cl)c(OCCn2ccnc2)c(Br)c1,9,-12,4,-2,3,-7,-55,-13
N#Cc1ccccc1OCC(=O)OCCCOC(=O)COc1ccccc1C#N,1,1,-7,1,5,-3,-18,-4
Cc1ccc(NC(=O)C2CCN(S(=O)(=O)c3cccs3)CC2)c(O)c1,4,14,9,7,-5,4,9,10
COc1cc(C(=O)NCCCNc2nc3cc(C)cc(C)c3cc2C#N)cc(OC)c1OC,0,12,9,-19,6,-2,-16,-8
O=C1c2ccccc2C(=O)N1CCCn1nnc(-c2ccc(N3CCOCC3)cc2)n1,-3,6,4,-9,7,-10,4,-1
COc1ccc(/C(O)=C2/C(=O)C(=O)N(CCN(C)C)C2c2cccnc2)cc1C (stereo not given),-5,-10,5,-8,5,-1,14,3
CCOC(=O)c1c(NC(=O)c2ccncc2)sc(C)c1C,-2,10,-7,7,4,0,-3,3
NCCNC(=O)c1c(O)c2cccc3c2n(c1=O)CCC3,28,2,13,24,4,-6,-4,-7
O=C(NC1CC1)C1=C[C@@H](c2coc3ccccc3c2=O)C[C@@H](OCc2ccc(CO)cc2)O1,24,-3,10,6,-14,1,7,5
COCCNC(=O)c1cc2c(s1)-c1ccc(Cl)cc1SC2,-73,16,-2,16,4,4,-58,-54
CC(=O)Oc1ccc2nc(/C=C/c3ccc(C=O)cc3)oc(=O)c2c1,-3,0,3,-8,-13,-5,-9,11
Cn1ccc(-c2ccccc2)c(C#N)c1=O,-4,-10,0,2,-5,3,-6,6
CC(C)c1nnc(NC(=O)CCCCCN2C(=O)C3C4C=CC(C4)C3C2=O)s1 (stereo not given),-6,0,0,3,1,1,3,-8
Cc1ccc(-c2csc(NC(=O)c3c(C)noc3C)n2)cc1,-16,14,1,2,-17,-9,-24,-38
NC(=O)COc1ccc(C2c3c(oc4ccccc4c3=O)C(=O)N2CC2CCCO2)cc1 (stereo not given),3,-2,-6,-5,10,4,-1,7
COc1ccc(C(CNC(=O)C2CCN(S(=O)(=O)c3ccc(F)cc3)CC2)N(C)C)cc1 (stereo not given),-3,0,-2,3,-9,0,16,9
C/C(CC(=O)Nc1ccccc1F)=N\NC(=O)Cc1ccc(Cl)cc1,-1,1,8,-5,-10,-3,-5,-3
Cc1nc(SCc2nc3c(C)cccc3[nH]2)c2oc3ccccc3c2n1,8,24,18,-6,11,-10,-9,-5
CN(C[C@H](c1ccccc1)N(C[C@H](Cc1ccccc1)N(CCc1ccccc1)N=O)N=O)N=O,-9,8,3,-8,13,4,17,9
CC(Oc1ccc(Br)cc1)C(=O)N1CCN(c2ccccn2)CC1 (stereo not given),1,5,15,-4,-2,8,-11,20
COC(=O)c1c(NC(=O)CSc2nnc3ccccn23)sc2c1CCC2,3,6,-4,3,-1,-7,-11,11
COc1cc(NC(=O)c2ccc(=O)[nH]n2)cc(OC)c1OC,3,4,10,-1,8,-8,-9,-5
COC(=O)C1=C(C)N(Cc2ccccc2)C(=S)N[C@H]1c1ccc(Br)cc1,-5,21,20,0,10,-5,2,3
Cc1cc2nc(-c3ccc(SCc4ccccc4C#N)nc3)[nH]c2cc1C,-3,-22,8,-14,50*,-8,-91,-38
N#Cc1ccccc1NC(=O)Nc1cccs1,-3,-6,5,-3,-8,-10,15,-3
CSC(=NC#N)N1CCN(c2ccccn2)CC1,-3,-3,19,2,2,2,17,0
CCN(C(=O)C1CCN(c2nc(-c3ccc(OC)cc3)no2)CC1)c1ccccc1,14,18,11,14,19,-3,-16,5
COc1ccc(S(=O)(=O)c2c(O)c3ccc(C(=O)Nc4ccc(F)cc4)cc3[nH]c2=O)cc1,-20,3,7,-12,4,-1,-8,19
CCn1c(C)nnc1SCC(=O)NC1CCCC1,-7,-3,5,-3,1,3,9,10
Cc1ccc(-c2nnc3sc(CCc4ccccc4)nn23)cc1,-7,12,10,5,8,-1,-3,-11
COc1ccc(-c2csc(NC(=O)CN3C(=O)C4CC=CCC4C3=O)n2)cc1OC (stereo not given),-2,-10,3,-6,4,-13,-19,1
CN(C)/C(=N\OC(=O)c1ccccc1)c1nonc1N,7,-2,-18,-2,0,-2,-2,3
S=C(NCCCc1ccccc1)Nc1ccccc1,-2,0,3,9,-24,1,9,12
O=C(OCc1nc2ccccc2s1)[C@@H]1CCCN1S(=O)(=O)c1ccccc1F,.,12,.,4,-4,-3,-9,-23
O=C(CCN1CCCCC1)c1ccccc1,3,-9,9,-4,-7,5,-3,-3
Cc1cccn2c(=O)c3cc(C(=O)N4c5ccccc5CC4C)n(C)c3nc12 (stereo not given),12,10,6,9,24,1,-33,44
CCOC(=O)C(CCCCCOc1ccc([N+](=O)[O-])cc1)C(=O)OCC,4,10,-2,14,0,-5,-9,6
